From PubChem BioAssay
CendR NRP1 mod: modulators of CendR peptide binding to human neuropilin-1. O14786. FAM-RPARPAR peptide binding to NRP-1, fluorescence polarization. inhibition, % at 25 µM. hit rate 0.85% among 360,000;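 active = inhibition or corrected inhibition above about 18%, plus a signal ratio from 0.5 to 1.5, limit read from the data, passing the limit was not always enough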; note: strong numbers were not always called active
MsrA act: bovine methionine sulfoxide reductase A activation; activation, % at 10.6 µM; purified bovine MsrA, absorbance read-out; AID 602163; hit rate 0.3% among 360,000; in the data active = activation above about 7.5%;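 note: 0% = vehicle and 100% = reference activator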
FAS TE block: FAS thioesterase (human) inhibition; recombinant FAS-TE, OMFH fluorogenic substrate, fluorescence endpoint; inhibition, % at 15 µM; hit rate 0.67% among 360,000; AID 602261;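 active = compounds whose normalised, plate-corrected inhibition of enzyme fluorescence in the single-dose primary screen is 50% or more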;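 note: 0% = DMSO with enzyme and 100% = substrate without enzyme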
MLLE-PAM2 inh: blocks PAM2 peptide binding to the PABP1 MLLE domain; inhibition, % at 20 µM; P11940; AID 588489; GST-MLLE / FITC-PAM2 fluorescence polarization; hit rate 0.36% among 360,000; in the data active = inhibition above about 35%, passing the limit was not always enough;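 note: plate controls were DMSO wells with GST-MLLE for no effect and wells lacking GST-MLLE protein for full effect; some results filed as inactive read as strong as hits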
MT1-MMP act inh: inhibitors of human MT1-MMP activation; AID 651647; HT1080 RFP-PRO-GFP cells, GFP/RFP ratio fluorescence, overnight; percent of plate control window, DMSO zero; GFP/RFP ratio change, % at 20 µM; P50281; hit rate 0.061% among 360,000;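 active = GFP/RFP ratio change of at least 30% with cell ATP level not reduced by more than half and red fluorescence within 50% of control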; note: strong numbers were not always called active
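Assay system: HT1080 RFP-PRO-GFP cells | Dosing: 20 µM single dose, 1% DMSO | Incubation: Cells overnight before dosing, compound overnight, 37 °C, 5% CO2 | Evaluation: GFP/RFP fluorescence ratio | Control set: DMSO-only wells and HT1080 RFP-L50D-GFP cell wells as references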
MsrA inh: inhibitors of bovine MsrA | purified bovine MsrA, absorbance read-out | inhibition, % at 15.5 µM | hit rate 0.75% among 360,000 | AID 651718; in the data active = inhibition above about 4.5%;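 note: 0% = vehicle wells with enzyme and 100% = reference inhibitor wells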
SKN-1 block: inhibitors of C. elegans SKN-1 | C. elegans VP596 Pgst-4::GFP/RFP ratio, acrylamide-induced, 24 h | inhibition, % at 21.8 µM | hit rate 0.49% among 360,000 | AID 624304;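 active = interference check ratio from 0.5 to 1.5 plus GFP to RFP signal ratio inhibition reaching or exceeding a fixed threshold, cut at about 30% in these data, passing the limit was not always enough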; note: some compounds called inactive have numbers as strong as hits
E coli Lon inh: E. coli protease La inhibition | inhibition, % at 7.94 µM | hit rate 0.42% among 360,000 | P0A9M0 | purified E. coli Lon protease, fluorescence polarization; in the data active = inhibition above about 13%, passing the limit was not always enough;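 note: 0% = enzyme with probe and DMSO and 100% = no enzyme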
Target sequence (P0A9M0 whole entry, looked up): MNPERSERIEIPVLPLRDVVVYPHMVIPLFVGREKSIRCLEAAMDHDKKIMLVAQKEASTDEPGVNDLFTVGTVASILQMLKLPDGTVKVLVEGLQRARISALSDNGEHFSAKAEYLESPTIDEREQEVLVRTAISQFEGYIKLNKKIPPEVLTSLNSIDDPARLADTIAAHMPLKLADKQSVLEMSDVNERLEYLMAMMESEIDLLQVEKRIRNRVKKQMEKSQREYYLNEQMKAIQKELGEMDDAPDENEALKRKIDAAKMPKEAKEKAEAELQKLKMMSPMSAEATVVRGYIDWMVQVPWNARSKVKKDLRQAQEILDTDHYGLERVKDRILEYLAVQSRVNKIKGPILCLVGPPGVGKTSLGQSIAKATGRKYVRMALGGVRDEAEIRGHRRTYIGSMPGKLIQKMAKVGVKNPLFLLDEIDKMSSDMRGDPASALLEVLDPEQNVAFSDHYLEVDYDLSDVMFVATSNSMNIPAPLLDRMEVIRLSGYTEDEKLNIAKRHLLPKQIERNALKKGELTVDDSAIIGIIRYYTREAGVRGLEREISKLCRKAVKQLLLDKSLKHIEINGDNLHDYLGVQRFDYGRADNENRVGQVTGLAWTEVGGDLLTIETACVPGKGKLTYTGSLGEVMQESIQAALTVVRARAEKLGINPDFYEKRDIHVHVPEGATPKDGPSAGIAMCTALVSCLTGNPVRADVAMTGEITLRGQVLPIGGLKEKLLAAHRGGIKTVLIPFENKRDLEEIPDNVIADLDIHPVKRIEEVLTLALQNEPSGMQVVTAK
TbMetRS inhib: blocks T. brucei methionyl-tRNA synthetase activity; purified T. brucei MetRS, ATP depletion, Kinase-Glo luminescence; inhibition, % at 11.9 µM; hit rate 0.4% among 360,000; AID 624268;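 active = inhibition above a per-plate cutoff of the control wells' mean inhibition plus 3 SD, cut at about 5.5% in these data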;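 note: 0% = DMSO wells median and 100% = median of wells with control inhibitor compound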
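Material: parasite MetRS enzyme / Replication: singlicate, one well per compound / Signal: luminescence of leftover ATP / Schedule: 2 h aminoacylation at 25 °C after 15 min preincubation / Medium: HEPES-MgCl2-KCl buffer plus DTT, spermine, BSA, pyrophosphatase / Doses: 11.9 µM single point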
Numbers without * were called inactive; . = not tested or not shown; & = joins results of further samples.

nr | structure | FAS TE block | CendR NRP1 mod | E coli Lon inh | MsrA inh | MLLE-PAM2 inh | MsrA act | TbMetRS inhib | MT1-MMP act inh | SKN-1 block
1 | CCC1(CC)Cc2ccccc2-c2nc(CN(C)C)[nH]c(=O)c21 | 1 | -4 | 2 | -0.1 | -22 | -5 | -1.0 | 7 | -4
2 | COc1ccc(N(C(=O)c2ccco2)S(=O)(=O)c2cc(OC)ccc2OC)cc1 | 7 | 2 | -10 | -0.2 | 2 | -3 | -0.9 | 9 | -11
3 | Cc1cc(C)n(-c2nc(SCC(=O)O)c3c4c(sc3n2)COC(C)(C)C4)n1 | -6 | 4 | 4 | -0.1 | -9 | -3 | -0.5 | 7 | 7
4 | O=C(Nc1nc(-c2ccc(F)c(F)c2)cs1)c1cnccn1 | -2 | -15 | 5 | -1.1 | -12 | 5 | 0.0 | 6 | 1
5 | Cc1ccc(N=Nc2cc(C)ccc2N)cc1 | 24 | 10 | -3 | -0.1 | -2 | -3 | 0.0 | -4 | 13
6 | OC(c1ccc(Cl)c(F)c1)c1ncc(-c2cccc3ccccc23)[nH]1 (stereo not given) | 25 | -13 | -1 | 0.6 | -1 | -5 | -0.1 | 2 | -6
7 | COc1ccc(NC(=O)C2Cc3ccccc3O/C2=N\O)cc1 (stereo not given) | -5 | 4 | -1 | -0.4 | 11 | -3 | 0.1 | -2 | -15
8 | Cn1c(=O)c2c(nc(SCC(=O)NCC3CCCO3)n2C)n(C)c1=O (stereo not given) | -6 | -2 | -3 | -0.5 | 0 | 0 | 0.5 | 4 | 6
9 | O=C(c1ccccc1)N1CCN(CC#Cc2ccccc2)CC1 | 0 | -5 | -6 | 0.3 | 10 | -4 | -1.6 | 4 | -24
10 | Cc1ccc(CN(C)C(=O)CN2C(=O)NC3(CCCc4ccccc43)C2=O)c(C)c1 (stereo not given) | 10 | -7 | 5 | -0.6 | 0 | -9 | -0.5 | 6 | -5
11 | O=[N+]([O-])c1cc(Cl)ccc1Nc1ccccc1 | 28 | -8 | 5 | . | 5 | -12 | -2.8 | 7 | 12
12 | COc1ccc(NS(=O)(=O)c2cc(NC(=O)CCNC(C)=O)ccc2N2CCCCC2)cc1 | -1 | 1 | 7 | -0.3 | -10 | -1 | -0.4 | -5 | 9
13 | CN(C(=O)c1ccccc1-c1ccccc1C(=O)O)c1ccccc1 | -5 | -6 | 3 | -0.6 | -8 | -3 | -2.1 | -3 | -3
14 | O=C(CSc1ncnc2c1oc1ccccc12)NC1CCCCC1 | 9 | 5 | -1 | -1.8 | -4 | -1 | -0.7 | 1 | 0
15 | CC(C)(C)c1ccc(C(=O)NCCc2ccccc2)cc1 | 10 | 16 | 10 | -1.2 | -4 | 0 | -0.2 | -2 | 4
16 | COc1ccc(S(=O)(=O)NCc2ccco2)cc1C(=O)N1CCCCC1 | -5 | 0 | -3 | -0.7 | 19 | -2 | -0.5 | 4 | 12
17 | O=C(Cc1cccs1)N/N=C/C=C\c1ccco1 | -4 | -7 | 0 | 3.3 | -6 | -5 | 0.0 | -1 | 3
18 | C=CC[C@@H](CC(=O)OC(C)(C)C)C(=O)OC[C@@H]1CCCN1C(=O)[C@@H](CC=C)CC(=O)N[C@H](CO)Cc1ccccc1 | -4 | 11 | 12 | -0.8 | -1 | 0 | -0.3 | 16 | 10
19 | COc1cccc(C(=O)Nc2cccnc2)c1OC | -7 | -6 | 1 | -1.3 | 10 | -2 | -0.1 | 0 | 9
20 | Nc1nnc(Cc2ccc(Cl)c(Cl)c2)s1 | -3 | 4 | 15 | -0.2 | 9 | 1 | 0.0 | -1 | -6
21 | CC(=O)Nc1ccc(S(=O)(=O)Nc2ccccc2N2CCOCC2)cc1Cl | -3 | 6 | -2 | 3.1 | 11 | -3 | -0.3 | -1 | -1
22 | CCOc1ccc(C(=O)NCc2ccncc2)cc1 | -13 | 7 | -3 | -0.8 | 3 | -10 | -1.8 | 2 | -19
23 | COc1ccc(OC)c(/C=C/C(=O)OCC(=O)Nc2cccc(C(C)=O)c2)c1 | -1 | -3 | -8 | -0.2 | -18 | -2 | -0.2 | -1 | 0
24 | COc1ccc(-n2c(C)nc3c(cnn3-c3ccc(C)cc3)c2=O)cc1 | 5 | -3 | -8 | 1.2 | 3 | -5 | -0.6 | -1 | 11
25 | CN(C)C(=O)c1ccc(NS(=O)(=O)c2ccc3c(c2)OCCO3)cc1 | -4 | 4 | -3 | 0.8 | -8 | -5 | 0.1 | 2 | -9
26 | COc1cccc(-c2cnc3c(NC(C)=O)cc(-c4cc(OC)c(OC)c(OC)c4)cn23)c1 | 13 | -9 | -7 | -0.2 | 0 | 0 | -0.2 | 3 | 13
27 | C=CCOC(=O)C1=C(C)NC(SCC(=O)NC(=O)OCC)=C(C#N)C1c1cccnc1 (stereo not given) | -9&-13 | -39&-57 | -93&-56 | -0.9&-0.5 | -87&-66 | -2&-9 | -0.3&-1.2 | -7&-11 | 12&-1
28 | COc1ccc(NC(=S)NC(NC(=O)/C=C/c2ccccc2)C(Cl)(Cl)Cl)cc1 (stereo not given) | -3 | 4 | 3 | 3.3 | 8 | -12 | -0.8 | . | 4

Full records as entered above. Order of values: FAS TE block	CendR NRP1 mod	E coli Lon inh	MsrA inh	MLLE-PAM2 inh	MsrA act	TbMetRS inhib	MT1-MMP act inh	SKN-1 block
O=C(Nc1nc(-c2ccc(F)c(F)c2)cs1)c1cnccn1 reads -2	-15	5	-1.1	-12	5	0.0	6	1
CN(C)C(=O)c1ccc(NS(=O)(=O)c2ccc3c(c2)OCCO3)cc1 reads -4	4	-3	0.8	-8	-5	0.1	2	-9

In the list so far, these contain an aryl methoxy group.
nr | structure | FAS TE block | CendR NRP1 mod | E coli Lon inh | MsrA inh | MLLE-PAM2 inh | MsrA act | TbMetRS inhib | MT1-MMP act inh | SKN-1 block
2 | COc1ccc(N(C(=O)c2ccco2)S(=O)(=O)c2cc(OC)ccc2OC)cc1 | 7 | 2 | -10 | -0.2 | 2 | -3 | -0.9 | 9 | -11
7 | COc1ccc(NC(=O)C2Cc3ccccc3O/C2=N\O)cc1 (stereo not given) | -5 | 4 | -1 | -0.4 | 11 | -3 | 0.1 | -2 | -15
12 | COc1ccc(NS(=O)(=O)c2cc(NC(=O)CCNC(C)=O)ccc2N2CCCCC2)cc1 | -1 | 1 | 7 | -0.3 | -10 | -1 | -0.4 | -5 | 9
16 | COc1ccc(S(=O)(=O)NCc2ccco2)cc1C(=O)N1CCCCC1 | -5 | 0 | -3 | -0.7 | 19 | -2 | -0.5 | 4 | 12
19 | COc1cccc(C(=O)Nc2cccnc2)c1OC | -7 | -6 | 1 | -1.3 | 10 | -2 | -0.1 | 0 | 9
23 | COc1ccc(OC)c(/C=C/C(=O)OCC(=O)Nc2cccc(C(C)=O)c2)c1 | -1 | -3 | -8 | -0.2 | -18 | -2 | -0.2 | -1 | 0
24 | COc1ccc(-n2c(C)nc3c(cnn3-c3ccc(C)cc3)c2=O)cc1 | 5 | -3 | -8 | 1.2 | 3 | -5 | -0.6 | -1 | 11
26 | COc1cccc(-c2cnc3c(NC(C)=O)cc(-c4cc(OC)c(OC)c(OC)c4)cn23)c1 | 13 | -9 | -7 | -0.2 | 0 | 0 | -0.2 | 3 | 13
28 | COc1ccc(NC(=S)NC(NC(=O)/C=C/c2ccccc2)C(Cl)(Cl)Cl)cc1 (stereo not given) | -3 | 4 | 3 | 3.3 | 8 | -12 | -0.8 | . | 4
